TbREL1 primary – TbREL1 inhibition, primary screen; TbREL1 RNA ligation, FRET fluorescence; 0.49% of 89,000 active; inhibition, % at 9.66 µM; AID 1117264; P86926;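 active = inhibition above the mean inhibition across all screened compounds plus 3 SD, cut at about 11% in these data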;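 also: 0% = plate median of test wells and 100% = NSC42067 control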
Target sequence (P86926 whole entry, looked up): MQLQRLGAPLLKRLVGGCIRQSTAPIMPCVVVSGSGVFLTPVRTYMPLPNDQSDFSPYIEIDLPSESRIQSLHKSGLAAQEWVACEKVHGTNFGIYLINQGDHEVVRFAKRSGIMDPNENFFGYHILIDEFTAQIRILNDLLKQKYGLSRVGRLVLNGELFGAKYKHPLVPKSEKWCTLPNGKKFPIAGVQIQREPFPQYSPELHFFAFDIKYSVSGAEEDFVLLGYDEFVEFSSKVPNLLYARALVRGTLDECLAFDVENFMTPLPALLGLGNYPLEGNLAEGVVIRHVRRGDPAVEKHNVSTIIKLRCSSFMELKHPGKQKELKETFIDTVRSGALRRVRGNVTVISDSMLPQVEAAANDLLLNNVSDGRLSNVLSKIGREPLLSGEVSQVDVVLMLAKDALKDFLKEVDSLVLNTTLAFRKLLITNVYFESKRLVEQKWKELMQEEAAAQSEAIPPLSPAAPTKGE
An asterisk follows results filed as active.

TbREL1 primary,SMILES
-2,Cc1ccc(OC(C)C(=O)Nc2ccc(C)c(S(=O)(=O)Nc3ccc(C)cc3C)c2)cc1 (stereo not drawn)
4,O=C(NC1CCCC1)C(c1ccccn1)N(C(=O)c1csnn1)c1ccc(F)cc1 (stereo not drawn)
1,Cc1ccccc1C(=O)Nc1ccnn1C1CCN(Cc2ccc(CO)o2)CC1
4,CCOC(=O)c1cnc(SCC(=O)Nc2nc(C)c(C)s2)nc1N
-1,COc1cc([C@@H]2CC=C(C(=O)O)CN2S(=O)(=O)c2ccc(C)cc2)cc(OC)c1OC
9,O=[N+]([O-])c1c(Nc2ccc(O)cc2)cc(Cl)c2nonc12
9,Cc1c(-c2c(C#N)c(N)nc3c2CCCCCC3)cnn1C
-3,CCn1cc(C2C(C(=O)Nc3cc(C)ccn3)=C(C)NC3=C2C(=O)CC(C)(C)C3)c(C)n1 (stereo not drawn)
-2,O=C(CCc1ccccc1)OCCOC(=O)CCc1ccccc1
28*,CN=c1scc(C)n1/N=C/c1ccc(O)c(O)c1O
5,COc1ccc(C)cc1S(=O)(=O)N(C)CC(=O)NCc1ccco1
4,Cc1cccn(Cc2c(Cl)cccc2Cl)c1=O

(list continues)
TbREL1 primary,SMILES
6,CCN(CC)c1ccc2cc(C(N)=O)c(=N)oc2c1
0,O=C(Nc1ccc(S(=O)(=O)NC2CCCC2)cc1)c1cnccn1
-1,COc1ccc(Cn2nnnc2C(c2cc3cccc(C)c3[nH]c2=O)N2CCOCC2)cc1 (stereo not drawn)
2,Cc1nc2cc3sc(C)nc3cc2s1
0,Cc1nc2ccccc2n1CC(O)c1ccccc1 (stereo not drawn)
15*,COc1ccc(C(CCNCc2ccc(OC(C)C)cc2)c2ccccc2OC)cc1 (stereo not drawn)
-3,Cc1ccc(S(=O)(=O)CCN2C=CC(C(F)(F)F)=NCC2)cc1
3,CC1CCCN(c2nc3c(c(=O)[nH]c(=O)n3C)n2CCCc2ccccc2)C1 (stereo not drawn)
-3,COc1cccc(/C=N\NC(=O)c2ccc(Cn3cc(Br)c([N+](=O)[O-])n3)o2)c1O
2,CC(C)CC(=O)Nc1cc2nn(-c3ccccc3)nc2cc1Cl
2,CCn1c(SCc2cccc(OC)c2)nc2ccccc2c1=O
-1,CCOC(=O)C1=C(CSc2nc(CC)c(C)cc2C#N)OC(N)=C(C#N)C1c1ccc(OC)cc1 (stereo not drawn)

Additional entries follow.
TbREL1 primary,SMILES
0,COCc1ccc(CN2CCCC(CO)(Cc3cccc(Cl)c3)C2)o1 (stereo not drawn)
3,CCN(CC)C(=O)C1=C(C)N(Cc2ccccc2)C(=O)C(CC(=O)NCCN2CCOCC2)C1 (stereo not drawn)
-1,COc1cc(/C=C/C(=O)O)cc(S(=O)(=O)Nc2ccc(F)cc2)c1OC
-3,O=C(c1ccc2c3c(cccc13)CC2)C1CCCN(Cc2cccnc2)C1 (stereo not drawn)
-1,CN(Cc1ccccc1)C(=O)CN1C(=O)NC(C)(c2ccc(Cl)cc2)C1=O (stereo not drawn)
1,Cc1c(N(C(=O)c2cnccn2)C2(C(=O)NC3CCCC3)CCCCC2)c(=O)n(-c2ccccc2)n1C
4,c1cncc(-c2cn(C[C@H]3CC[C@@H]([C@@H]4CC[C@H](Cn5cc(-c6cccnc6)nn5)O4)O3)nn2)c1
-3,COc1ccc(NC(=O)C2CCCN(S(=O)(=O)c3ccc4c(c3)CCCN4C(C)=O)C2)cc1Cl (stereo not drawn)
-1,COc1ccccc1NC(=O)CSc1nc(SC)ns1
-3,Cn1c(CNC(=O)c2ccccc2)nnc1SCC(=O)Nc1nccs1
1,Cc1cnc(C(=O)Nc2cccc3ncccc23)cn1
0,Brc1ccc(-c2csc3[n+]2CCCCC3)cc1

Remaining list, next part
TbREL1 primary,SMILES
4,O=C(O)COc1ccccc1/C=N/NC(=O)CSc1nc2ccccc2s1
-2,CN(c1ccccc1)S(=O)(=O)c1cccc(NC(=O)CSc2nncs2)c1
-2,COCCCN(C(=O)Nc1ccc(C)c(C)c1)C(C)c1ccccn1 (stereo not drawn)
2,COc1ccc(C(=O)OCC#CCSc2nnc(-c3cccc4ccccc34)o2)cc1
-5,Cc1cccc(C(C)C)c1NC(=O)COC(=O)c1cc2ccccc2oc1=O
1,C=CCn1c(SCC(=O)c2ccc(O)c(O)c2)nnc1-c1ccccc1OC
0,COc1ccc(OC)c(-c2nc3ccccc3nc2-c2ccccc2)c1
5,CN(c1ccc(OCC(=O)OCC(=O)Nc2ccc([N+](=O)[O-])cc2)cc1)S(=O)(=O)c1cccs1
3,CCOc1ccc(NC(=O)CSc2n[nH]c(N)n2)c([N+](=O)[O-])c1
-2,Cc1cc([N+](=O)[O-])c(C(C)(C)C)cc1N
-6,CCCN1CNC(=S)N(c2cccc(C)c2C)C1
6,COCCN1C(=O)C(O)=C(C(=O)c2cccs2)C1c1ccccc1 (stereo not drawn)

Ordered by value in TbREL1 primary (rising): three from the list above
TbREL1 primary,SMILES
-5,Cc1cccc(C(C)C)c1NC(=O)COC(=O)c1cc2ccccc2oc1=O
1,C=CCn1c(SCC(=O)c2ccc(O)c(O)c2)nnc1-c1ccccc1OC
6,COCCN1C(=O)C(O)=C(C(=O)c2cccs2)C1c1ccccc1 (stereo not drawn)

Continuation:
TbREL1 primary,SMILES
1,COc1cc(C=O)ccc1OCC(=O)N1CCCC1
-7,O=C(CSc1nnnn1-c1ccccc1)c1ccc(O)cc1O
1,CC(Sc1ccc(S(=O)(=O)N(C)C)cn1)C(=O)NC1CCCC1 (stereo not drawn)
1,CC1=C(C(=O)N(C)C)CC(CC(=O)NCc2cccc3ccccc23)C(=O)N1Cc1ccc(F)cc1 (stereo not drawn)
-5,Cc1ccsc1/C=N/n1c(-c2ccncc2)n[nH]c1=S
-5,CC(C)NC(=O)C1(C)CCCN1Cc1ccccc1 (stereo not drawn)
-4,CC1CCN(S(=O)(=O)c2ccc3ncn(CC(=O)N(C)C4CCCCC4)c(=O)c3c2)CC1
3,Cc1cccnc1NC(=O)C1CCCN(S(=O)(=O)c2ccc3c(c2)oc(=O)n3C)C1 (stereo not drawn)
-1,COc1ccc(CCC(=O)NCCS(=O)(=O)N2CCN(c3ccccc3F)CC2)cc1
-1,Cc1ccc(S(=O)(=O)N(C)C)cc1NC(=S)Nc1ccc2[nH]c(=O)[nH]c2c1
8,Cc1cc(NC(=O)CSc2nnc(-c3cccc(F)c3)n2N)no1
3,O=C(Cc1cccs1)NCCS(=O)(=O)N1CCN(c2ccccc2F)CC1

More records:
TbREL1 primary,SMILES
1,CC(C)[C@H](NC(=O)c1ccccc1)C(=O)Nc1cccc(S(=O)(=O)N2CCOCC2)c1
1,Cc1cnc(C)c(N(C)NC(=S)Nc2ccccc2)n1
0,Cc1cc(C)cc(N(C(=O)c2csnn2)C(C(=O)NC2CCCCC2)c2cccnc2)c1 (stereo not drawn)
-3,O=C(CN1CCN(Cc2ccccc2)C1=O)NCc1cccs1
1,O=C(CSc1nc(=O)n(CCCN2CCOCC2)c2c1CCC2)Nc1cccc(F)c1
0,COc1ccc(CCNC(=O)CSc2n[nH]c(C)c2[N+](=O)[O-])cc1OC
1,NS(=O)(=O)c1ccc(NC(=O)COc2ncnc3sccc23)cc1
1,NC(=O)c1ccc(NC(=O)CN2CCN(C(=O)c3ccco3)CC2)cc1
1,COc1ccc(CCNC(=O)C2(C)CCC(=O)N2CCC(C)C)cc1OC (stereo not drawn)
-4,c1ccc(-c2noc(CN3CCN(c4cnccn4)CC3)n2)cc1
-2,CCn1c(=NC(=O)c2ccc(S(=O)(=O)N3CCOCC3)cc2)sc2cccc(OC)c21
-3,CN(C)C(CNC(=O)c1cc(Br)ccc1Cl)c1ccco1 (stereo not drawn)

(list continues)
TbREL1 primary,SMILES
-2,COc1ccc2c(CC(=O)NCc3cccs3)coc2c1
-2,CC(=O)Oc1ccc(CC(C(=O)O)N2C(=O)c3ccccc3C2=O)cc1 (stereo not drawn)
-2,O=C1c2ccccc2C(=O)N1CCc1ccccc1
-2,C/C(CCc1ccc2c(c1)OCO2)=N\N=C(/N)SC1CC(=O)N(c2ccc(Cl)cc2)C1=O (stereo not drawn)
4,N=C1SCC(=O)N1c1nc(-c2ccccc2)cs1
-3,O=C1C2C(C(=O)N1CCN1CCN(Cc3ccc([N+](=O)[O-])cc3)CC1)[C@H]1C=C[C@@H]2C1 (stereo partly drawn)
0,Cc1ccc(NC(=O)CSc2nnc(NC(=O)C3CC3)s2)cc1C
-3,C=CC1=C2C=C(C3CC3)N(C3CC3)C=C2C(=O)C(C)(OC(=O)c2ccco2)C1=O (stereo not drawn)
-2,COc1cnn(-c2cccc(C(F)(F)F)c2)c(=O)c1Cl
-2,O=C(Nc1nnc(C2CCCC2)s1)C1CCC1
0,Cc1c[n+]([O-])ccc1Oc1ccc([N+](=O)[O-])cc1
-5,COc1cccc(C=NN(C)c2c([N+](=O)[O-])cc(C(F)(F)F)cc2[N+](=O)[O-])c1O

Later entries:
TbREL1 primary,SMILES
-3,CCc1c(O)nc(SCC(=O)Nc2ccc3c(c2)CCC3)[nH]c1=O
-2,CC(=O)c1cccc(N(C(=O)c2cnccn2)C(C(=O)NCc2ccccc2)c2ccco2)c1 (stereo not drawn)
3,CCCCN(N=Nc1nonc1OC)c1nonc1OC
-2,CC(=O)N1C(=O)/C(=C2\SC(=S)N(c3c(C)n(C)n(-c4ccccc4)c3=O)C2=O)c2ccccc21
-1,Cc1cc(NCC(c2ccccc2)c2ccccc2)n2ncnc2n1
-2,O=C(c1ccc(-n2cncn2)c([N+](=O)[O-])c1)N1CCN(S(=O)(=O)c2ccc(F)c(F)c2)CC1
2,O=C(c1cccnc1)N1CCCc2ccccc21
-3,CSCCC(NC(=O)c1ccco1)C(=O)NC1CCCCCC1 (stereo not drawn)
2,Cn1cc(Cl)c(C(=O)Nc2nccs2)n1
0,Cc1[nH]nc(-c2ccc(OCc3cnn(-c4ccccc4)c3)cc2O)c1Oc1ccccc1F
0,CN=C1SC(CC(=O)Nc2cccc(Cl)c2Cl)C(=O)N1C (stereo not drawn)
1,O=C(NCCN1CCN(C(=O)c2cccc(Br)c2)CC1)C(=O)Nc1ccc(Br)cc1

15 compounds from above, ordered by SMILES length, lowest first:
TbREL1 primary,SMILES
2,Cn1cc(Cl)c(C(=O)Nc2nccs2)n1
-2,O=C(Nc1nnc(C2CCCC2)s1)C1CCC1
-3,CSCCC(NC(=O)c1ccco1)C(=O)NC1CCCCCC1 (stereo not drawn)
-1,Cc1cc(NCC(c2ccccc2)c2ccccc2)n2ncnc2n1
0,CN=C1SC(CC(=O)Nc2cccc(Cl)c2Cl)C(=O)N1C (stereo not drawn)
0,Cc1ccc(NC(=O)CSc2nnc(NC(=O)C3CC3)s2)cc1C
0,Cc1c[n+]([O-])ccc1Oc1ccc([N+](=O)[O-])cc1
-3,CCc1c(O)nc(SCC(=O)Nc2ccc3c(c2)CCC3)[nH]c1=O
1,O=C(NCCN1CCN(C(=O)c2cccc(Br)c2)CC1)C(=O)Nc1ccc(Br)cc1
0,Cc1[nH]nc(-c2ccc(OCc3cnn(-c4ccccc4)c3)cc2O)c1Oc1ccccc1F
-2,CC(=O)c1cccc(N(C(=O)c2cnccn2)C(C(=O)NCc2ccccc2)c2ccco2)c1 (stereo not drawn)
-3,C=CC1=C2C=C(C3CC3)N(C3CC3)C=C2C(=O)C(C)(OC(=O)c2ccco2)C1=O (stereo not drawn)
-5,COc1cccc(C=NN(C)c2c([N+](=O)[O-])cc(C(F)(F)F)cc2[N+](=O)[O-])c1O
-2,CC(=O)N1C(=O)/C(=C2\SC(=S)N(c3c(C)n(C)n(-c4ccccc4)c3=O)C2=O)c2ccccc21
-2,O=C(c1ccc(-n2cncn2)c([N+](=O)[O-])c1)N1CCN(S(=O)(=O)c2ccc(F)c(F)c2)CC1

(continued)
TbREL1 primary,SMILES
-6,CCCn1c(C)cc(C(=O)Cn2nnc3ccccc3c2=O)c1C
-3,COc1cccc(SCC2(O)CCN(C(=O)c3ccc(Cl)cc3)CC2)c1
-5,CC(C)(C)c1ccc(S(=O)(=O)N2CCC(C(=O)N3CCN(C4CCCCC4)CC3)CC2)cc1
7,COc1cc(OC)cc(C(=O)N2CCN(C(=O)c3cccc(F)c3)CC2)c1
-2,CS(=O)(=O)c1ccc(SCC(=O)NC2CCS(=O)(=O)C2)c([N+](=O)[O-])c1 (stereo not drawn)
-7,COCCCn1c(SCC(=O)Nc2oc(C)c3c(C)n[nH]c(=O)c23)nc2sc3c(c2c1=O)CCC3
-2,CCOC(=O)c1[nH]c2cc3c(cc2c1NC(=O)CN1CCc2ccccc2C1)OCO3
6,Cc1ccc(C2=NS(=O)(=O)N(C)C(C(=O)Nc3ccc4c(c3)OCO4)=C2)cc1
2,CC1CN(Cc2nc3c(c(=O)n(C)c(=O)n3C)n2CCCO)CC(C)O1 (stereo not drawn)
1,Cc1ccc(/C=N/NC(=O)C[n+]2ccccc2)s1
6,O=C(NCc1ccc(Cl)cc1)C1CCCN(c2nc3ccccc3o2)C1 (stereo not drawn)
-4,NS(=O)(=O)c1ccc(NC(=O)COC(=O)CCNC(=O)NC23CC4CC(CC(C4)C2)C3)cc1

(continued)
TbREL1 primary,SMILES
0,O=C(c1cc(COc2ccc(F)cc2Cl)on1)N1CCc2ccccc2C1
7,CCC(CC)c1nc2cc(OC)c(OC)cc2c(=O)o1
4,COC(=O)/C=C1\S/C(=N/NC(=O)c2ccccc2)NC1=O
0,CCCOc1ccc(N2C(=O)CC(NCc3ccncc3)C2=O)cc1 (stereo not drawn)
-2,CCNc1nc(CN2CCOCC2)nc2sc3c(c12)CCC3
-6,COc1ccc(NC(=S)N2CCC(NC(=O)c3cccc(C)c3)CC2)cc1
-3,Cn1ccnc1SCCNC(=O)CCc1nnc(CCCCc2ccccc2)o1
0,Cc1cc(C)c(NC(=O)/C=C\C(=O)O)c(Cl)c1
1,Cc1cccc2cc(CN(C(=O)c3cccc([N+](=O)[O-])c3)C(C)C)c(=O)[nH]c12
-1,O=C(CCS(=O)(=O)c1ccccc1)Nc1ccc(F)cc1F
3,O=C(CSc1nnc(-c2cccs2)o1)NCC1CN(Cc2ccccc2)CCO1 (stereo not drawn)
7,O=C1[C@H](Cc2ccccc2)NCCCC[C@@H](c2ccc(Cl)cc2)N1Cc1ccccc1
0,COc1ccc(NS(=O)(=O)c2cc(NC(=O)/C=C/c3ccccc3OC)ccc2N2CCCCC2)cc1
-2,Cc1ccc(S(=O)(=O)N2CCC(=O)N(C(COCc3ccc(Cl)cc3)C(C)C)CC2)cc1 (stereo not drawn)

Assay outcomes: PubChem BioAssay, The Scripps Research Institute Molecular Screening Center

This is a subset (hit frequency here may not be typical).
